Screens (PubChem BioAssay)
hERG rescue – hERG rescue from dofetilide block, primary screen, cell-based, CHO-hERG, FluxOR thallium flux, dofetilide IC70 | Voltage-gated inwardly rectifying potassium channel KCNH2 (Homo sapiens), Q12809 | dofetilide IC70 present | activation (rescue from dofetilide block), less the hit threshold, % at 10 µM | 0.51% of 310,000 active | AID 1511, 2009;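 active = activation above the mean of controls blocked by dofetilide plus 5 SD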;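 also: thallium influx through hERG after potassium depolarization seen as dye fluorescence rise; in these data hits start at about 4.7%; inactives centre near -7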
KCNQ1 pot – potentiators or activators of KCNQ1 channel, primary screen, cell-based, thallium flux, high-throughput; 0.35% of 310,000 active; B-score at 10 µM; CHO-K1 KCNQ1, thallium flux FluxOR fluorescence; hits give high values; AID 2648, 2010; Potassium voltage-gated channel subfamily KQT member 1 (Homo sapiens), P51787;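 active = fluorescence ratio B-score, a plate-corrected score, at least three library SD, with initial intensity B-score within 5 SD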
Target sequence (P51787 whole entry, looked up): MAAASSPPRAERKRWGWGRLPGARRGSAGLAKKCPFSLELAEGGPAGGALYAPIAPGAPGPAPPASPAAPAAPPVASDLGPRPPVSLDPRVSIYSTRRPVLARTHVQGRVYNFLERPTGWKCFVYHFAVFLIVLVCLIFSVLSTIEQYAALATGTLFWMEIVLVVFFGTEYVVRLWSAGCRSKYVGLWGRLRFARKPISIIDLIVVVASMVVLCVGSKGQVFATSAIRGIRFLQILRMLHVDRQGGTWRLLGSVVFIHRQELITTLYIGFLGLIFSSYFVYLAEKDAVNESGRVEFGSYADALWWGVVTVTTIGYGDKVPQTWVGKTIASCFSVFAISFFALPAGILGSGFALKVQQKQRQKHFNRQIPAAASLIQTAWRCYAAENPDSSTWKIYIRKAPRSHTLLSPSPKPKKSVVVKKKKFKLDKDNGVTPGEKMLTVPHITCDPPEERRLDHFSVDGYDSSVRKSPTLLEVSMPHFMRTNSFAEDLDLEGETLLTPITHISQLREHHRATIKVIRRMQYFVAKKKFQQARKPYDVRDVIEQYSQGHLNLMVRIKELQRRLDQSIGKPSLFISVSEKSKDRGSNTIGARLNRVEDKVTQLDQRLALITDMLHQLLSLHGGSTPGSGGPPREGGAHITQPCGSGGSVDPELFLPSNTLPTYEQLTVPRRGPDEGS
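assay system = KCNQ1-transfected CHO-K1 cells | medium = assay buffer with matched DMSO | probe or stimulus = depolarizing K+/Tl+ stimulus, K2SO4 and Tl2SO4 each 12.5 mM in 5x stock | dosing = single dose | incubation = dye 90 min, compound 20 min, room temperature | detection = kinetic FluxOR fluorescence, 10 s baseline plus 110 s post-stimulus | evaluation = ratio B score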
KCNK9 block – KCNK9 potassium channel inhibitors, primary screen, HEK293 cells, thallium flux. B-score at 10 µM. AID 488922, 2010. 1.2% of 310,000 active. FluxOR thallium flux fluorescence; hits give low values;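 active = ratio B-score over 3 SD below the library mean, with starting fluorescence within 5 SD of its mean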;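 also: negative B-score means less thallium flux so channel inhibition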
Target sequence (Q9NPC2 whole entry, looked up): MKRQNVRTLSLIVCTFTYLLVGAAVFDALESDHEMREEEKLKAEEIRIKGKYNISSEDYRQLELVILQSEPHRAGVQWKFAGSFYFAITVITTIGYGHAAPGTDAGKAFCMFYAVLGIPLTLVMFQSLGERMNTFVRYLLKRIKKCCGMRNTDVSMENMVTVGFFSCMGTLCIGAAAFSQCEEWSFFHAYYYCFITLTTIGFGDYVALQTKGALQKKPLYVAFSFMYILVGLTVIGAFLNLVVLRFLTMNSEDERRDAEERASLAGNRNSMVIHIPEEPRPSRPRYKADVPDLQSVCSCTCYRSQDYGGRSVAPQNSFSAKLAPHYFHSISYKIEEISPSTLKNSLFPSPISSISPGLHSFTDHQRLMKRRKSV
ANO1 activ – TMEM16A chloride channel activators or potentiators, primary screen, cell-based, HTS; Anoctamin-1 (Mus musculus), Q8BHY3; HEK293 TMEM16A/YFP-H148Q/I152L, iodide quench fluorescence; hits give low values; B-score at 10 µM; 0.3% of 340,000 active; AID 623877, 2012;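 active = fluorescence-ratio B-score plate-corrected deviation score at least 3 library SD below zero, with starting fluorescence score within 5 deviations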;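 also: channel opened by trigger with iodide after compound preincubation; score built on the fluorescence ratio of max minus min over baseline; more negative score means more quench and so TMEM16A activation or potentiation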
TRPC4 potent – positive allosteric modulators of TRPC4, primary screen, cell-based, mouse TRPC4beta, HEK293 mu-opioid, Fluo-4 calcium; Short transient receptor potential channel 4 (Mus musculus), Q9QUQ5; DAMGO EC20, Fluo-4 Ca2+ flux; hits give high values; B-score at 10 µM; 0.42% of 310,000 active;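 active = B-score of calcium response area above 5 SD of library B-scores, with initial fluorescence ratio within 5 SD of library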;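 also: B-score of integrated fluorescence ratio over time as area under calcium response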
TRPC4 agonist – activators of mouse TRPC4 channel, primary screen, Fluo4 calcium, HEK293 TRPC4beta/mu-opioid cells. 0.49% of 310,000 active. B-score at 10 µM. Fluo4 calcium fluorescence; hits give high values. Short transient receptor potential channel 4 (Mus musculus), Q9QUQ5;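 active = B-score above 5 SD of library B-scores, and initial fluorescence ratio not above library mean plus 5 SD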;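 also: positive B-score marks a calcium rise read as TRPC4 activation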
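System – HEK293 cells stably co-expressing mouse TRPC4beta and mu-opioid receptor · Signal – Fluo4 calcium-sensitive dye fluorescence, kinetic, 1 Hz baseline · Benchmarks – buffer (low) and maximal DAMGO (high) · Read-out – B score of integrated fluorescence ratio per well · Incubation – dye loading 45 min room temperature, 110 s kinetic read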
KCNK3 block – human KCNK3 channel inhibitors, primary screen, CHO cells, FluxOR thallium flux, B-score; Potassium channel subfamily K member 3 (Homo sapiens), O14649; FluxOR fluorescence; hits give low values; B-score at 10 µM; 0.84% of 340,000 active;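 active = B-score under library mean minus 4 SD, starting fluorescence ratio at most library mean plus 5 SD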;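 also: more negative B-score means stronger inhibition of thallium flux through KCNK3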
TMEM16A inh – TMEM16A chloride channel inhibitors, primary screen, cell-based, HTS; AID 588511, 2011; normalized B-score (activity score, 25-100; higher = stronger inhibition) at 10 µM; 1.2% of 310,000 active; Anoctamin-1 (Mus musculus), Q8BHY3; HEK293 TMEM16A/YFP iodide influx fluorescence, ionomycin;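 active = ratio plate-corrected score three or more library SD toward inhibition, starting fluorescence score within five deviations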;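 also: score derived from kinetic fluorescence span divided by baseline fluorescence per well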
KCNQ1 inh – inhibitors of human KCNQ1 channel, primary screen, cell-based, thallium flux, high-throughput; CHO-K1 KCNQ1, FluxOR thallium flux fluorescence; hits give high values; B-score at 10 µM; 1.3% of 310,000 active; AID 2642, 2010; Potassium voltage-gated channel subfamily KQT member 1 (Homo sapiens), P51787;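 active = compounds whose thallium flux B-score, printed positive for inhibition, exceeds three library SD while starting fluorescence stays within three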;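 also: channel opened by potassium depolarization with thallium stimulus after 20 min compound exposure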
HDAC3 inh – HDAC3 deacetylase inhibitors, primary screen, biochemical, fluorescence, cell-free homogeneous. recombinant HDAC3, fluorogenic peptide/trypsin coupled. inhibition, % at 8.3 µM. 0.15% of 320,000 active. AID 2718, 2010; in the data active = inhibition above about 26%, passing the limit was not always enough; inconclusive = no clear call, values can overlap the other calls
DYRK1A inh – rat Dyrk1A kinase inhibitors, primary screen, biochemical, single point, plate reader. ADP-Glo luminescence, NFATc1 peptide. inhibition, % at 12.5 µM. 0.43% of 310,000 active; in the data active = inhibition above about 50%;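 also: plate controls were vehicle with enzyme for no effect and no enzyme for full effect; many of its hits are not listed in these tables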
Starred values were filed as active, the others as inactive; i = inactive; u = inconclusive; x = not tested or not shown. The list is partial; rates above refer to the full screens.

Each structure is followed by: hERG rescue	KCNQ1 pot	KCNK9 block	ANO1 activ	TRPC4 potent	TRPC4 agonist	KCNK3 block	TMEM16A inh	KCNQ1 inh	HDAC3 inh	DYRK1A inh
> CCN(c1ccccc1)S(=O)(=O)c1cc(C(=O)OC(C)C(=O)Nc2ccc3c(c2)OCCO3)ccc1C (centres undefined)
→ -7.1	i	i	i	i	i	i	i	i	7.7	19.6
> COc1cccc(N=C(N)N)c1
→ -8.2	i	i	i	i	i	i	i	i	5.7	-2.2
> CN1CCc2c(sc3c2C(=O)NC(c2ccco2)N3)C1 (centres undefined)
→ -15.2	i	i	i	i	i	i	i	i	7.7	-4.6
> O=C(Nc1ccc(F)cc1)C1C(c2ccccc2)C1(Cl)Cl (centres undefined)
→ -15.0	i	i	i	i	i	i	i	i	8.2	-3.7
> Cc1ccc(-c2n[nH]c(=O)c3ccccc23)cc1S(=O)(=O)NC(C)(C)C
→ -8.3	i	i	i	i	i	i	i	i	-8.9	-1.9
> S=c1[nH]nc(-c2ccc3ccccc3n2)n1-c1cc(Cl)cc(Cl)c1
→ -1.3	i	i	i	i	i	i	i	i	0.0	x
> O=C(CNS(=O)(=O)c1ccccc1)OCc1cccc([N+](=O)[O-])c1
→ -11.1	i	i	i	i	i	i	i	i	0.7	-4.6
> CCCn1c(=NC(=O)CS(=O)(=O)c2ccccc2)sc2cc(S(C)(=O)=O)ccc21
→ -11.5	i	i	i	i	i	i	i	i	0.1	1.3
> Cc1cc(C(=O)NCc2ccc3c(c2)OCO3)n(-c2ccccc2)n1
→ -11.4	i	i	i	i	i	i	i	i	-7.9	-1.5
> Cc1ccc(OCC(=O)N2N=C(c3cccnc3)CC2(O)C(F)(F)F)cc1C (centres undefined)
→ -9.4	i	i	i	i	i	i	i	i	0.5	-4.9
> CCN(CC)c1ccc(/C=N/NC(=O)c2cccc(S(=O)(=O)N3CCOCC3)c2)cc1
→ -5.6	i	i	i	i	i	i	i	i	-8.4	-5.6
> Cc1cc(=O)[nH]c(SCc2cccc3ccccc23)n1
→ -10.3	i	i	i	i	i	i	i	i	5.8	0.5
> CN(C)CCNC(=O)Cc1ncc(C(F)(F)F)cc1Cl
→ -8.0	i	i	i	i	i	i	i	i	-0.6	x
> Cc1oc(-c2ccccc2F)nc1CS(=O)(=O)CC(=O)NCc1ccco1
→ -7.8	i	i	i	i	i	i	i	i	-1.1	-2.4
> O=C(CC(=O)Nc1cccc(Cl)c1)N/N=C\c1ccccc1
→ -7.0	i	i	i	i	i	i	i	i	0.8	-0.7
> CCN(CC)S(=O)(=O)c1ccc2oc(SCc3ccc(F)cc3)nc2c1
→ -12.2	i	-8.71*	i	i	i	-11.1*	i	9*	13.9	17.8
> COc1ccc(NS(=O)(=O)c2ccc(N3CCCC3)c(NC(=S)Nc3cccc(S(=O)(=O)N(C)C)c3)c2)cc1
→ -8.4	i	i	x	i	i	x	i	i	-1.6	x
> O=C(O)c1ccccc1C(=O)Nc1ccc(Oc2ccc3ccccc3c2)cc1
→ -2.2	i	i	i	i	i	i	i	i	0.7	-0.7
> COc1ccc(-c2nn(CC(=O)Nc3ccc(Cl)c(Cl)c3)c(=O)c3ccccc23)cc1
→ 1.3	i	i	i	i	i	i	i	i	6.9	4.5
> COc1ccc(-n2nc(C)c3c(=O)c4c([nH]c32)CCCC4)cc1
→ -1.4	i	i	i	i	i	i	i	i	-5.8	11.3
> COc1ccc(C2CC(c3ccc(C)o3)=NN2C(C)=O)cc1 (centres undefined)
→ -1.9	i	i	i	i	i	i	i	i	11.6	-3.5
> CCC(CC)C(=O)N1CCN(c2ccccc2)CC1
→ -2.0	i	i	i	i	i	i	i	i	7.0	x
> Cc1cccc(CCNC(=O)CN(C)S(=O)(=O)c2cnc[nH]2)c1
→ -5.7	i	i	i	i	i	i	i	i	-0.8	-2.9
> Nc1c(C(=O)N2CCCCC2)sc2nc3c(cc12)CCCC3
→ -9.7	i	i	i	i	i	i	i	i	1.2	-4.7
> COC(=O)c1cnc(Nc2ccc(Cl)cc2)c([N+](=O)[O-])c1
→ -8.2	i	i	i	i	i	i	i	i	-4.3	x
> CCc1ccccc1N1C[C@@]23C=C[C@@H](O2)C(C(=O)OCC(C)C)[C@H]3C1=O (some centres undefined)
→ -5.3	i	i	i	i	i	i	i	i	0.5	-2.6
> COc1ccc(/C(C)=N/NC(=O)CN(c2ccc(OC)cc2)S(=O)(=O)c2ccccc2)cc1
→ -9.8	i	i	i	i	i	i	i	i	0.8	-2.2
> CC1CC(CC(=O)NC(=S)Nc2ccccc2Cl)C(=O)O1 (centres undefined)
→ -6.9	i	i	i	i	i	i	i	i	-4.8	1.1
> Cc1cccc(C)c1N1C(=O)CN(Cc2ccccc2)C1=S
→ -7.2	i	i	i	i	i	i	i	i	-0.9	-3.1
> Cc1c(N=C/C=C/c2ccccc2)c(=O)n(-c2ccccc2)n1C
→ -6.8	i	i	i	i	i	i	25*	i	-3.9	1.3

(list continues)
Each structure is followed by: hERG rescue	KCNQ1 pot	KCNK9 block	ANO1 activ	TRPC4 potent	TRPC4 agonist	KCNK3 block	TMEM16A inh	KCNQ1 inh	HDAC3 inh	DYRK1A inh
> CCOc1ccc(C2C(C(=O)c3ccco3)=C(O)C(=O)N2CCN(C)C)cc1 (centres undefined)
→ -5.7	i	i	x	i	i	x	x	i	x	x
> COC(=O)c1[nH]c(C)c(/C(O)=C2\C(=O)C(=O)N(CCN(C)C)C2c2cccc(OC)c2OC)c1C (centres undefined)
→ -5.1	i	i	i	i	i	i	i	i	-2.0	-0.5
> CCOC(=O)C1C(=O)CC(C)(O)C(C(=O)OCC)C1c1ccco1 (centres undefined)
→ -8.8	i	i	i	i	i	i	i	i	4.8	-0.1
> O=C1NCCN/C1=C\C(=O)c1ccc(Cl)cc1
→ -6.6	i	i	i	i	i	i	i	i	7.5	x
> CCCn1cnc2sc(CC)cc2c1=O
→ -3.3	i	i	i	i	i	i	i	i	-1.1	-0.7
> CSc1nc(-c2ccc(Cl)cc2)nc(N)c1C#N
→ -10.5	i	i	i	i	i	i	i	i	5.5	x
> Cc1cc(C)cc(NC(=S)NCCN(C2CCCCC2)C2CCCC2)c1
→ -14.2	i	i	i	i	i	i	i	i	-3.6	-3.8
> Cc1c(NS(=O)(=O)c2ccc3c(c2)NC(=O)CC(=O)N3)cccc1[N+](=O)[O-]
→ -4.0	i	i	i	i	i	i	i	i	-4.4	x
> C(=N\c1nc2ccccc2[nH]1)/c1cccs1
→ -9.2	i	i	i	i	54*	i	i	i	-2.1	9.6
> C#CCOC(=O)Nc1cnccc1C(F)(F)F
→ -6.5	i	i	i	i	i	i	i	i	-9.7	-6.6
> Cc1ccc(Oc2coc3cc(O)ccc3c2=O)cc1
→ -1.2	i	i	x	i	i	i	i	i	-8.6	3.2
> O=C1CCCN1CCCNC(=S)Nc1ccc(F)cc1
→ -10.4	i	i	i	i	i	i	i	i	-0.8	-0.2
> CC(=O)Nc1ccc2c(c1)N(S(=O)(=O)c1cccs1)CCC2
→ -11.2	i	i	i	i	i	i	i	i	u	-4.2
> COc1ccc(OC)c(NC(=O)CSc2nnc(-c3ccco3)o2)c1
→ -13.4	i	i	i	i	i	i	i	i	-2.9	-0.4
> O=C(CCNC(=O)Cn1ccc2ccccc2c1=O)NCc1ccccn1
→ -3.4	i	i	i	i	i	i	i	i	-0.3	-6.3
> O=C(N/N=C1\CC(c2ccccc2)Oc2ccccc21)c1ccc(O)cc1 (centres undefined)
→ -19.4	i	i	i	i	i	i	i	i	8.3	0.0
> CCC(C)[C@H](N)c1cn([C@@H](Cc2ccc(O)cc2)C(=O)N2CCNCC2)nn1 (some centres undefined)
→ -3.0	i	i	i	i	i	i	i	i	-7.0	3.7
> Cn1c2ccccc2c2cc(C(=O)NNS(=O)(=O)c3ccc(F)cc3)sc21
→ -15.1	i	i	i	i	i	i	i	i	14.3	4.3
> COc1cc(CN2CCCC(C(=O)c3ccc4c5c(cccc35)CC4)C2)cc(OC)c1O (centres undefined)
→ -18.2	i	i	i	i	44*	i	i	i	-6.9	2.8
> Cc1nnc(NC2=NCCC2)s1
→ -8.0	i	i	i	i	i	i	i	i	-0.8	0.2
> CN(C)S(=O)(=O)c1ccc(N2CCCC2)c(C(=O)N2CCN(S(=O)(=O)c3ccc(F)cc3)CC2)c1
→ -11.6	i	i	i	i	i	i	i	i	-4.2	1.2
> COc1ccc(-n2ncc3c2CC(C)(C)CC3NC(=O)CCN2CCCCC2=O)cc1 (centres undefined)
→ -7.0	i	i	i	i	i	i	i	i	1.6	-7.3
> COCC1CCCN(C(=O)c2cc(COc3ccc(C(C)=O)cc3)on2)C1 (centres undefined)
→ -4.7	i	i	i	i	i	i	i	i	-7.3	-3.9
> Cc1ccc2c(c1)N(CC(=O)N1CCCCCC1)C(=O)C(C)O2 (centres undefined)
→ -5.6	i	i	i	i	i	i	i	i	13.8	-6.2
> O=C(NN=C1CCN(Cc2ccccc2)CC1)c1cccc(S(=O)(=O)Nc2ccccc2Cl)c1
→ -8.0	i	i	i	i	i	i	i	i	-2.5	x
> Cc1cc(C)cc(NC(=O)c2sc3nc4n(c(=O)c3c2C)CCC4)c1
→ -11.8	i	i	i	i	i	i	i	i	-2.3	1.2
> Cc1noc(C)c1S(=O)(=O)N(CC(=O)N1CCn2c1nc1ccccc12)c1ccc(C(C)C)cc1
→ -2.9	i	i	i	i	i	i	i	i	-3.6	6.3
> N/C(=N\OC(=O)CCCc1ccccc1)c1cccnc1
→ -8.1	i	i	i	i	i	i	i	i	7.0	-2.8
> CCOC(=O)C1CCN(S(=O)(=O)c2ccc(OC)c(C(=O)N3CCCCCC3)c2)CC1
→ -4.6	i	i	i	i	i	i	i	i	2.0	0.8
